PLCb3 inh: blocks human PLC-beta3 enzyme activity; inhibition, % at 12.2 µM; 370,000 tested, 0.18% active; Purified PLC-beta3, fluorogenic substrate, fluorescence; AID 720704; Q01970; in the data active means inhibition above about 11%;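 further: 0% = median of compound wells on plate and 100% = full blocker control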
ADAM17 inh: inhibitors of human ADAM17. recombinant ADAM17, EDANS/DABCYL FRET peptide cleavage. inhibition, % at 6.95 µM. 370,000 tested, 0.83% active. P78536;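 active means inhibition above the mean of compounds lying between control limits plus 3 SD, set per campaign, cut at about 8.5% in these data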;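 further: 0% = DMSO-only wells as the low control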
ADAM10 inh: ADAM10 inhibition, QFRET primary screen; recombinant ADAM10, EDANS/DABCYL FRET peptide cleavage, 3 h; O14672; inhibition, % at 7 µM; 370,000 tested, 0.62% active;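 active means inhibition above a per-campaign cutoff equal to the mean of compounds falling between control-based bounds plus 3 SD, cut at about 20% in these data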;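 further: 0% = DMSO wells while the 100% control is not disclosed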
Target sequence (O14672 214-748 limits assumed): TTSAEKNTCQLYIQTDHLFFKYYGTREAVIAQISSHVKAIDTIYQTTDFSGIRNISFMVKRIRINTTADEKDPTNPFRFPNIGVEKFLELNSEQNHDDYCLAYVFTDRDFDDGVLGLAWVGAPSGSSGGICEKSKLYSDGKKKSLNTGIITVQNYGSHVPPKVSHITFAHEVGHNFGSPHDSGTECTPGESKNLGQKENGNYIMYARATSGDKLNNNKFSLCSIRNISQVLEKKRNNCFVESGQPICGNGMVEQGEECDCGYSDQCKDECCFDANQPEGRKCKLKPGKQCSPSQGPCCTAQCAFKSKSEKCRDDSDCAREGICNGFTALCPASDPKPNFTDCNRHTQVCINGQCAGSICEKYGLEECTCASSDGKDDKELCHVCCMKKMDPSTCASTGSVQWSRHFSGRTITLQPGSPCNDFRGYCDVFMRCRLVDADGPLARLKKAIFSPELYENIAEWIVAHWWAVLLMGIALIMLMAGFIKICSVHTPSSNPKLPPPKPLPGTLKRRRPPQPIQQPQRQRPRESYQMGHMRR
GAA850 FXN act: frataxin GAA850 promoter activation. 360,000 tested, 0.56% active. HEK293 lucGAA850 FXN promoter luciferase reporter, 24 h; percent of 10 µM SAHA response. activation, % at 6 µM;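 active means activation above the average of all compounds screened plus 3 SD, cutoff fixed separately per campaign, cut at about 7.5% in these data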;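 further: 0% = DMSO wells and 100% = 10 µM SAHA wells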
hcDAF-12 act: activates DAF-12 receptor from parasite H. contortus; HEK293 hcDAF-12 lit1-tk-luc reporter, luminescence; 0% DMSO, 100% Δ7-dafachronic acid; activation, % at 6.8 µM; 370,000 tested, 1.4% active; AID 652067;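 active means activation above the mean of all tested compounds plus 3 SD, cut at about 5.5% in these data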;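 further: 100% = response to 3 µM Δ7-dafachronic acid high control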
DAX1 inh-1: inhibitors of DAX1 repression of SF-1 activated StAR promoter. HEK293T StAR-luciferase reporter, SF-1/DAX-1 repression relief. inhibition, % at 6.8 µM. 370,000 tested, 1.1% active. AID 652010;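 active means inhibition above the mean over all tested compounds plus 3 SD, cut at about 3.6% in these data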;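 further: 0% = DAX-1 cells with DMSO and 100% = cells lacking DAX-1 with DMSO; higher inhibition means more luminescence from relief of DAX-1 repression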
hgDAF-12 ag: agonists of H. glycines DAF-12 nuclear receptor; 370,000 tested, 1.8% active; HEK293 GAL4-hgDAF12 UAS-luciferase reporter, agonist luminescence; normalized to butyrate control; activation, % at 6.8 µM;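 active means activation above a cutoff set at the mean of all screened compounds plus 3 SD, cut at about 10% in these data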;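 further: 0% = DMSO wells and 100% = sodium butyrate wells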
sPLA2-III inh: Inhibits HGIII-sPLA2 liposome hydrolysis, primary screen; QFRET BODIPY PC-A2 liposome hydrolysis, fluorescence; Q9NZ20; 370,000 tested, 0.56% active; inhibition, % at 12.2 µM;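 active means inhibition above mean plus 3 SD of compounds lying within the high and low control bounds, cut at about 19% in these data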;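 further: 0% = median of test compound wells and 100% = no enzyme DMSO wells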
Target sequence (Q9NZ20 whole entry, looked up): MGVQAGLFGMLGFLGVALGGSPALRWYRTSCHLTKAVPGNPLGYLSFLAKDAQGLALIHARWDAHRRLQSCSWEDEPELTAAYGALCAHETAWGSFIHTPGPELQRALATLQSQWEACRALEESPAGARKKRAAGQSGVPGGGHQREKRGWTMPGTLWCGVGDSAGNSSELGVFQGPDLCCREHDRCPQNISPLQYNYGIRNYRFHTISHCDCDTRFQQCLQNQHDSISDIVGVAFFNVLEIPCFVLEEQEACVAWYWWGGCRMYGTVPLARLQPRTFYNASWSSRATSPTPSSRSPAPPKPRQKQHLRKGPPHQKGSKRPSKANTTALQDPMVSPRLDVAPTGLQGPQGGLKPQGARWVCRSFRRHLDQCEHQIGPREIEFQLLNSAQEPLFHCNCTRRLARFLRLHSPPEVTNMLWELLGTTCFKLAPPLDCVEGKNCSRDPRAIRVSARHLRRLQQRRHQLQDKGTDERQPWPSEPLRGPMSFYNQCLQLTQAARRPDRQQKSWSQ
DAX1 inh-2: inhibitors of human orphan nuclear receptor DAX1 (NR0B1); AID 504766; HEK293 Gal4-DAX1 luciferase reporter, luminescence; P51843; 340,000 tested, 0.99% active; inhibition, % at 6.75 µM;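 active means inhibition above the mean over all tested compounds plus 3 SD, cut at about 4.2% in these data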;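 further: 0% = DAX1-transfected cells with DMSO and 100% = empty-vector control cells with DMSO; inhibition shows as a rise in luminescence from relieved DAX1 repression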
PLCg1 inh: blocks human PLC-gamma1 enzyme activity; P19174; purified PLC-gamma1, fluorogenic substrate, fluorescence; inhibition, % at 12.2 µM; 370,000 tested, 0.84% active; in the data active means inhibition above about 9.5%
ssDAF-12 act: S. stercoralis DAF-12 activation, primary screen. HEK293 ssDAF-12/GRIP1 lit1-tk-luc reporter, luminescence; % of 3 µM dafachronic acid response. AID 652126. activation, % at 6.8 µM. 370,000 tested, 1% active;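 active means activation above the mean over all tested compounds plus 3 SD, cut at about 0.9% in these data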;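 further: 0% = DMSO-only wells and 100% = 3 µM delta7-dafachronic acid wells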
* = called active by the depositor; i = inactive; / = not tested or not shown.

SMILES | PLCb3 inh | ADAM17 inh | ADAM10 inh | GAA850 FXN act | hcDAF-12 act | DAX1 inh-1 | hgDAF-12 ag | sPLA2-III inh | DAX1 inh-2 | PLCg1 inh | ssDAF-12 act
O=c1nc(-c2ccccc2)cc(-c2ccccc2)[nH]1 | -69 | -102 | i | 1.2 | -1.3 | -0.2 | 0.5 | -8 | -0.6 | -52 | -0.2
CCCN(CC1CC1)c1cc2c(c3c1ccn3C)C1CCC2C1 (configuration not stated) | -7 | -5 | -13 | / | 0.2 | -2.1 | -3.0 | -8 | / | -3 | -0.4
Cc1ccc(S(=O)(=O)Nc2cccc(C(=O)NCc3cccnc3)c2)cc1F | -6 | -3 | 1 | -4.7 | -1.1 | -4.2 | 3.0 | 7 | -0.8 | -5 | -1.4
O=C(c1cccs1)N1CCc2c([nH]c3ccccc23)C1c1ccc(Cl)cc1 (configuration not stated) | 8 | 19* | 31* | -0.3 | -1.1 | 0.0 | -8.4 | -8 | -1.8 | 7 | -1.2
O=C(c1ccncc1)c1ccc(NC(=O)c2cccs2)cc1 | 7 | 2 | 6 | -0.1 | 0.7 | -0.3 | -1.9 | 0 | 0.5 | 3 | -2.0
CCN(CC)C(=O)[C@H]1C[C@H](CC(=O)NCc2ccc(OC)c(OC)c2)C(=O)N2CCc3c([nH]c4ccc(Cl)cc34)[C@]12C | 4 | 7 | 3 | -4.4 | -2.6 | -0.3 | -3.0 | -20 | -1.4 | 5 | -2.2
COc1ccc(-n2nc(C(=O)NCC(=O)NCc3ccco3)c3ccccc3c2=O)cc1 | -75 | -2 | -6 | -5.5 | -0.2 | -0.3 | -1.6 | -3 | -1.7 | -52 | -1.9
COCC(=O)Nc1cc(Cl)c(OC)cc1OC | 3 | -2 | -2 | 1.7 | -2.2 | 0.3 | -0.4 | 1 | -0.2 | 0 | -0.7
CCOC(=O)c1c(N)sc(C(N)=O)c1C | 4 | -3 | -1 | 0.8 | -0.2 | -0.1 | -1.0 | -1 | 0.0 | 0 | -0.8
CC(C)(C)OC(=O)N(CCc1ccccc1)Cc1ccc(OCc2cccc(NC(=O)C3CC3)c2)cc1 | 2 | -2 | -4 | 0.9 | -0.4 | 0.2 | 0.9 | 0 | -0.5 | 2 | -1.1
COc1ccc(N2CCN(CC(O)COCc3ccccc3)CC2)cc1 (configuration not stated) | -2 | -3 | -4 | 1.5 | 1.1 | 1.4 | -0.7 | 3 | -1.8 | 0 | -1.2
CN(C)CC(O)CN1C(=O)NC(C)(C)C1=O (configuration not stated) | 2 | 1 | 0 | 0.1 | -2.2 | -0.1 | -0.2 | 2 | -0.6 | 1 | -1.1
COc1ccccc1C(=O)COC(=O)Cc1ccccc1F | -6 | 1 | 4 | 4.3 | -0.8 | -0.7 | 0.0 | -7 | 2.5 | -5 | -0.8
CNC1(C)[C@H]2CC[C@H](C2)C1(C)C (some centres not stated) | -2 | -1 | 2 | 1.4 | -1.1 | 1.0 | 0.7 | 1 | 1.0 | 0 | -0.5
COC1C(C)=C(C)C(=O)N1Cc1ccc(F)cc1 (configuration not stated) | -10 | -5 | -2 | -1.0 | -3.5 | 0.4 | -3.2 | 6 | 0.2 | 4 | -1.3
Cc1cccc(C(=O)OCC(=O)NC(C)CCc2ccccc2)c1O (configuration not stated) | -6 | 3 | 18 | -0.2 | -1.0 | 0.4 | -0.3 | 4 | -0.9 | 4 | -0.7
CCn1c(CNc2ccc(OC)cc2)nnc1SCC(=O)N1CCCc2ccccc21 | -8 | -5 | -10 | -0.6 | -1.0 | 0.1 | 1.4 | 9 | -1.0 | 4 | -0.8
COCCNC(=O)C1CCCN(Cc2ccc(C(C)C)cc2)CC1 (configuration not stated) | 2 | 1 | -1 | 1.4 | -0.6 | 0.7 | -0.6 | 3 | / | 4 | -0.7
COC(=O)COc1ccc(-c2ccccc2)cc1C=O | -160 | -32 | -109 | 0.2 | -1.8 | -0.4 | -1.0 | 3 | 0.3 | -151 | -0.9
Cn1c(C(N)=O)cnc1Sc1ncc(C(F)(F)F)cc1Cl | 0 | -3 | -1 | 0.2 | -1.2 | 0.5 | 1.4 | 2 | 0.2 | 1 | -1.6
O=C(c1cccc(S(=O)(=O)N2CCCC2)c1)N1CCOCC1 | -12 | -10 | -27 | 0.6 | -0.7 | 0.5 | 1.4 | 4 | 1.2 | 4 | -1.4
CC(C)C[C@@H](CO)N1CCN(C)CCC1=O | 5 | 6 | -5 | -1.0 | 3.1 | -0.1 | 0.9 | 16 | -0.5 | 14* | 0.3
Cc1nnc(-c2cnn(-c3ccccc3)c2N)n1Cc1ccccc1 | 1 | -5 | -5 | 1.0 | 1.6 | -1.0 | 2.2 | 2 | 0.6 | -3 | -0.4
CCOC(=O)c1ccccc1NC(=O)CSc1nc2[nH]ncc2c(=O)[nH]1 | -1 | -3 | -2 | 0.1 | -1.3 | 1.9 | 2.5 | -2 | 1.3 | -2 | -1.4
Cc1nc(NC(=O)CSc2nnc(Cn3nnc4ccccc43)n2C)sc1C | 2 | -2 | 1 | 3.0 | -0.5 | -0.2 | 0.3 | 4 | 1.2 | -1 | -0.6

Part of the list above, comma-delimited:
compound,PLCb3 inh,ADAM17 inh,ADAM10 inh,GAA850 FXN act,hcDAF-12 act,DAX1 inh-1,hgDAF-12 ag,sPLA2-III inh,DAX1 inh-2,PLCg1 inh,ssDAF-12 act
CNC1(C)[C@H]2CC[C@H](C2)C1(C)C (some centres not stated),-2,-1,2,1.4,-1.1,1.0,0.7,1,1.0,0,-0.5
COC1C(C)=C(C)C(=O)N1Cc1ccc(F)cc1 (configuration not stated),-10,-5,-2,-1.0,-3.5,0.4,-3.2,6,0.2,4,-1.3
Cc1cccc(C(=O)OCC(=O)NC(C)CCc2ccccc2)c1O (configuration not stated),-6,3,18,-0.2,-1.0,0.4,-0.3,4,-0.9,4,-0.7
CCn1c(CNc2ccc(OC)cc2)nnc1SCC(=O)N1CCCc2ccccc21,-8,-5,-10,-0.6,-1.0,0.1,1.4,9,-1.0,4,-0.8

Carrying on:
SMILES | PLCb3 inh | ADAM17 inh | ADAM10 inh | GAA850 FXN act | hcDAF-12 act | DAX1 inh-1 | hgDAF-12 ag | sPLA2-III inh | DAX1 inh-2 | PLCg1 inh | ssDAF-12 act
CC1(C)Cc2c(C#N)c(NCCCO)nc(-c3ccccc3)c2CO1 | -354 | -112 | -436 | 0.7 | -0.1 | -0.8 | -0.8 | 4 | -0.4 | -277 | -0.5
CC(C)Oc1ccc(OCCn2c(S(=O)(=O)O)nc3c(N)ncnc32)cc1 | 5 | -1 | 6 | 1.4 | 2.6 | 0.5 | 0.3 | 5 | -0.4 | 6 | -0.8
COC(=O)N(NC(=O)C(O)(CCC(C)C)CCC(C)C)c1ccccc1 | -1 | -2 | -1 | -2.6 | -2.0 | -1.1 | -3.0 | 3 | 0.7 | 2 | -1.9
CCCCOc1ccc(CSCCNC(=S)Nc2ccccc2)cc1 | 0 | 5 | 14 | -1.7 | -4.1 | -0.8 | 2.2 | -14 | 3.8 | -3 | -1.3
COc1cccc(CN2CC(C(=O)N(C)Cc3nc4ccc(F)cc4[nH]3)CCC2=O)c1 (configuration not stated) | -7 | -4 | -5 | -0.1 | 0.9 | -0.7 | -0.4 | -8 | 0.1 | -2 | -1.5
COC(=O)c1sc2ncccc2c1OCc1c(Cl)cccc1Cl | 5 | -1 | 2 | 1.4 | -0.5 | 0.0 | 0.5 | 3 | 0.5 | 4 | -1.1
O=C(O)/C(=C\c1ccc(Cl)cc1)c1ccc(S(=O)(=O)N2CCCC2)s1 | -11 | -2 | -8 | 0.4 | 0.7 | 0.3 | 1.9 | -12 | 0.6 | -3 | -1.3
Cc1nnc(SCC(=O)N2CCC(c3noc4ccc(F)cc34)CC2)s1 | 1 | -2 | -1 | -9.8 | 1.4 | -0.6 | 3.2 | -2 | 0.2 | 2 | -1.5
CC1(C)CC2(CCO1)C(Nc1ccccc1)=NC(=S)N2c1ccccc1 (configuration not stated) | -4 | -4 | -2 | / | 1.5 | -0.1 | -0.1 | 2 | / | 2 | -1.1
NC(=O)CSc1nnnn1-c1ccc2c(c1)OCCO2 | 1 | -2 | -1 | 0.6 | -0.7 | 0.3 | 1.3 | -8 | -0.1 | 0 | -0.8
Cc1nn(CC(=O)Nc2ccc(F)cc2)c(=O)c2ccccc12 | 0 | -3 | 4 | 1.6 | -1.7 | 0.0 | 3.0 | 3 | 0.3 | 0 | -1.1
COC(=O)C1=C(C(=O)OC)[C@@H]2Nc3ccccc3[C@@]23C[C@@H](C(=O)OC)N(C(=O)c2cc(C)oc2C)C3=N1 | 1 | -3 | -3 | 0.7 | -1.5 | -0.2 | 0.0 | -6 | -0.7 | 1 | -1.3
CCN(CC(=O)Nc1ccccc1OC)C(=O)CN1C(=O)NC2(CCCC2)C1=O | -2 | -1 | 4 | 0.2 | -0.9 | -0.5 | -3.7 | 0 | -0.3 | -2 | -0.8
Cc1ccc(S(=O)(=O)NCCCOC(=O)Nc2ccncc2)cc1 | 1 | 2 | 7 | -0.5 | -1.7 | -0.8 | -1.2 | -2 | -1.2 | 3 | -1.8
Cc1nc([N+](=O)[O-])c(C(=O)OCc2ccccc2C#N)n1C | -5 | 0 | -1 | 2.4 | -0.8 | 0.3 | 0.1 | -1 | -0.2 | 1 | -1.6
COC(=O)c1ccccc1NC(=O)C(C)NS(=O)(=O)c1ccc(OC)cc1 (configuration not stated) | -6 | -8 | -8 | 0.5 | -1.9 | -0.9 | 1.9 | -7 | -0.4 | 1 | -0.5
CCOC(=O)c1cc(-c2ccccc2)n(CCC(=O)N2CCN(c3ccccc3OC)CC2)c1C | -2 | 0 | 2 | 0.8 | -4.8 | -0.8 | -6.2 | -10 | -1.7 | -2 | -2.5
Cc1ccccc1Cn1c(C)nc2ccccc21 | -5 | -1 | 1 | -0.8 | -2.6 | -1.6 | -6.4 | -2 | -5.4 | -1 | -2.3
Cc1ccc(S(=O)(=O)N(C)CC(=O)NCC(c2ccco2)N(C)C)cc1 (configuration not stated) | -8 | -2 | -17 | 1.9 | 1.8 | 1.9 | -1.2 | 10 | 0.8 | 0 | -0.6
CCN(CC)S(=O)(=O)c1ccc(S(=O)(=O)Nc2ccc3c(c2)oc2ccccc23)cc1 | 0 | 14* | 32* | -2.0 | 1.4 | -0.3 | -2.7 | -116 | -0.3 | 2 | -1.0
CCOc1ccc(NC(=O)c2ccc(NS(=O)(=O)c3cccc4cccnc34)cc2)cc1 | -5 | 0 | 0 | 2.8 | 0.2 | -0.4 | -0.3 | -7 | 0.6 | -1 | -0.7
O=C(COC(=O)/C=C/c1ccco1)NCc1ccc(Cl)cc1 | -20 | -5 | -6 | -0.3 | 0.3 | -0.3 | -0.6 | 10 | 0.8 | -7 | -0.5
Cc1nc2c(cnn2-c2ccccc2)c(=O)n1/N=C/c1ccccc1 | -4 | 0 | 10 | 1.0 | 2.3 | 0.2 | -1.6 | 3 | 1.5 | 4 | -1.3

Screening data: PubChem BioAssay, The Scripps Research Institute Molecular Screening Center
